# ELG1 repair inh: inhibitors of ELG1-dependent DNA repair in HEK293T cells; HEK293T ELG1-luciferase reporter, luminescence, 16 h; DNA damage induced by 5-fluorouridine; Potency, µM (top dose mostly 46.1 µM), for the others: at the top dose activity change, negative = inhibition, actives largely listed as inhibitors; 2.3% of 330,000 active; AID 504467; note: potency is the fitted concentration of half-maximal effect; % is set by controls: 0 for no effect and ±100 for the full control effect; nearly all actives have a fitted effect of over 55% in size
#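 Step one: seed 2,000 cells per well. Step two: pin-transfer compound or DMSO alongside 5-fluorouridine. Step three: incubate 16 hr, 37 °C, 5% CO2. Step four: add ONE-Glo, wait 30 min, read luminescence.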
# TRPV1 agonist: agonists of human vanilloid receptor 1 (TRPV1). TRPV1-expressing cells, Fluo-8 calcium influx, agonist mode. activation, % at 8.33 µM. 0.19% of 320,000 active. AID 540275; in the data active = activation above about 80%; inconclusive = between about 30% and that limit; note: 0% is about no effect
#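 Cells expressing TRPV1 were dye-loaded with Fluo-8 and read kinetically: 10 s baseline, 3 min after compound (agonist portion), then 2 min after EC20 capsaicin (allosteric enhancer portion). Calcium-bound dye fluorescence at 480/520 nm.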
# TCR activator: T cell receptor activation; AID 504894; 330,000 tested, under 10 active; primary human leukocytes, anti-CD3, IL-2 HTRF, 48 h; Potency, µM (titrated, usually from 9.22 µM), without a hit: at the top dose activation of IL-2 secretion, hits mostly activators; note: % of control where 0% means no effect
#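 48 hr co-incubation of compounds, a-CD3 beads and primary human leukocytes; IL-2 quantified homogeneously by HTRF with anti-IL-2 K and d2 conjugates.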
# Eya2 phos inh: Eya2 (human) phosphatase inhibition; recombinant Eya2, OMFP fluorescence dephosphorylation (OMFP is methylfluorescein phosphate); Potency, µM (doses to about 76.9 µM), for inactives: at the top dose activity, negative = inhibition, hits mostly inhibitors; O00167; 0.006% of 330,000 active; note: potency is the fitted concentration of half-maximal effect; % is set by controls: 0 for no effect and ±100 for the full control effect
#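 Eya2 (0.2 uM) preincubated 10 min at ambient with compound, then OMFP substrate added at 50 uM; 10 min reaction in 50 mM HEPES pH 7.5, 50 mM NaCl, 5 uM MgCl2, 0.05% BSA, 1 mM DTT. Fluorescence read at Ex 485/Em 525 nm.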
# A-T KAP1 phos: potential ataxia-telangiectasia treatments restoring KAP-1 phosphorylation | […] A-T fibroblasts, KAP-1 phosphorylation AlphaLISA; neocarzinostatin DNA damage 30 min before lysis | Potency, µM (highest dose often 57.5 µM), for the others: at the top dose activation, usual class: activators | 0.19% of 320,000 active; note: potency is the fitted concentration of half-maximal effect; % of control where 0% means no effect; nearly all actives have a fitted effect of over 45% in size
#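 hTERT-immortalized A-T patient fibroblasts ([…]), 500 cells/well in OPTI-MEM, 1% FBS, got compounds for 60 min, then NCS for 30 min at 37C. Lysates were then assayed for phospho-KAP-1 by AlphaLISA (anti-pKAP1 donor, anti-KAP1 acceptor beads), 6 hr at 25C.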
# Mito fusion act: blocks mitochondrial division or promotes mitochondrial fusion; AID 485298; 0.23% of 320,000 active; S. cerevisiae fusion-defective mutant growth rescue, CellTiterGlo 48 h; Potency, µM (highest dose often 46.1 µM), for inactives: top-dose growth rescue (activation), actives largely listed as activators;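 note: potency is the fitted concentration of half-maximal effect; % of control where 0% means no effect; nearly all actives have a fitted effect of over 45% in size; temperature-sensitive fusion mutants such as fzo1-1 at 37 °C on non-fermentable ethanol glycerol medium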
#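 S. cerevisiae fusion-defective temperature-sensitive mutants (e.g. fzo1-1, mgm1-5) grown 48 h at 37C in YPEG (ethanol/glycerol non-fermentable) medium with 23 nl compound per well; growth rescue read as CellTiterGlo luminescence.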
# TSHR antag: antagonists of human thyroid stimulating hormone receptor. 0.2% of 330,000 active. P16473. activity change, negative = inhibition, % at 11.5 µM. TSHR-expressing cells, TSH-stimulated cAMP HTRF, 2 h; stronger effect = lower value;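 active = activity change below a set negative limit, meaning inhibition stronger than a set level, cut at about -70% in these data; inconclusive = activity change between two set negative limits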; note: % is set by controls: 0 for no effect and ±100 for the full control effect
#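 Cell-based HTRF cAMP assay; TSHR cells + compound, TSH EC80 (4nM final), 2 h, 37 deg C. Lysis with anti-cAMP cryptate and cAMP-d2, 30 min RT, read 665/620 nm.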
# KCNH2 WT inh: blocks the wildtype human KCNH2 potassium channel; 0.37% of 340,000 active; activity change, % at 1.84 µM; U2OS, BacMam KCNH2, thallium flux FluxOr; stronger effect = lower value;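 active = maximum activity change below -70%; inconclusive = maximum activity change between -70% and -50%; inactive = maximum activity change above -50%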; note: % is set by controls: 0 for no effect and ±100 for the full control effect
# Target sequence (Q12809 whole entry, looked up): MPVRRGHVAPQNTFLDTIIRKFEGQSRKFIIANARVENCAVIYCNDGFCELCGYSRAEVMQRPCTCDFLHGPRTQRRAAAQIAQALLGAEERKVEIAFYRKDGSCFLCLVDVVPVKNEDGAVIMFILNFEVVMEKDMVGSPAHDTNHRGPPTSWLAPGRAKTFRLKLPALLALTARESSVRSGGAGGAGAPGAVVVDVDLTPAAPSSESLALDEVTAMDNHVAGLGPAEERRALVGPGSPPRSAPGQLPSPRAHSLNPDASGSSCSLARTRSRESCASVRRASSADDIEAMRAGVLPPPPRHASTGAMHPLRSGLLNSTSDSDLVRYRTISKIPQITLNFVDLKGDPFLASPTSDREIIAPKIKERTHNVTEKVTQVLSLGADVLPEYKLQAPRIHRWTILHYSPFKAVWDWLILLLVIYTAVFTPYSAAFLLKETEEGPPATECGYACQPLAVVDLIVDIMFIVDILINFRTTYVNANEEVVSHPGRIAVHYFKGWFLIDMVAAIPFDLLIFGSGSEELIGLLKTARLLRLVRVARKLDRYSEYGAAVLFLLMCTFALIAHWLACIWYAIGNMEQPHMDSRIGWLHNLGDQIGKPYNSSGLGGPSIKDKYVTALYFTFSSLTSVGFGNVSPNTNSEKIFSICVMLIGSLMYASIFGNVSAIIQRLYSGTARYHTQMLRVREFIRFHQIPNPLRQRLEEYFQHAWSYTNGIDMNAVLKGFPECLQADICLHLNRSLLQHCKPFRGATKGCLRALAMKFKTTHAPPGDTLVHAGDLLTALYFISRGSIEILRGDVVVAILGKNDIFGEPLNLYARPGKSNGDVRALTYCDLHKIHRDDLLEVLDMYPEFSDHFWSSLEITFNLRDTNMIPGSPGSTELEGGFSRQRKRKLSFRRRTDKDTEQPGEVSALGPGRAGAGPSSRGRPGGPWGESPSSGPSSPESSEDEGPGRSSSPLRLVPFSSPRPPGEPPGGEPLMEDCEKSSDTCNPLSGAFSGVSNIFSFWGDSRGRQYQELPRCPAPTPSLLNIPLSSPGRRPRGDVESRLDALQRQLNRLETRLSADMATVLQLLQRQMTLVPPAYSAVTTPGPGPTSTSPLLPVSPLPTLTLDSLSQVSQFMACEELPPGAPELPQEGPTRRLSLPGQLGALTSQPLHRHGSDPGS
#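 U2OS cells were transduced with wild-type KCNH2 virus (2.03 x 10^8 / mL) for 4 h at room temperature, then cultured overnight at 37 C. Thallium flux was read with FluxOr dye. Rate constants were normalized to DMSO controls.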
# USP2a inh: blocks human ubiquitin-specific protease USP2a. 0.01% of 330,000 active. AID 463254. Potency, µM (top dose mostly 38.3 µM), for the others: at the highest dose activity change, negative = inhibition, most hits filed as inhibitors. O75604. USP2 core, Ub-CHOP2 coupled fluorogenic reporter, 485/531;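 note: potency is the fitted concentration of half-maximal effect; plate controls were DMSO wells for no effect and full inhibition by NEM control for full effect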
#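 Cell-free coupled assay: 10nM USP2 core preincubated 30min RT with compound in Tris-HCl pH 8.0/CaCl2/CHAPS buffer, then 25nM Ub-CHOP2 and 25nM reporter substrate; fluorescence (Ex 485/Em 531) read after 60min RT, normalized to NEM inhibition, concentration-response curves fitted.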
# KCNH2 3.1 block: inhibitors of human KCNH2 3.1 potassium channel isoform; U2OS KCNH2 3.1, thallium flux FluxOr; stronger effect = lower value; activity change, % (tested at about 1.8 µM); 0.95% of 340,000 active; AID 720553;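 active = maximum activity change below -70%; inconclusive = maximum activity change from -70% to -50%; inactive = maximum activity change above -50%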;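 note: thallium influx rate constant from kinetic fluorescence after stimulation buffer; % is set by controls: 0 for no effect and ±100 for the full control effect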
#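 FluxOr-based Tl+ influx in U2OS cells transduced with KCNH2 3.1 virus; rate constants normalized to DMSO controls.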
# Active calls of the source: *; ? = inconclusive; nt = not tested or not shown; [ ] = another dose, or the depositor's remark. Unless noted, calls come from the whole dose curve; as a rule, active = well fitted curve in the direction sought with a large enough effect; inconclusive = small, poorly fitted or top-dose-only effect, or another doubt; inactive = no such curve, though single readings can be large; an effect the other way counts as inactive or inconclusive.
# Second line of a record: ELG1 repair inh	TRPV1 agonist	TCR activator	Eya2 phos inh	A-T KAP1 phos	Mito fusion act	TSHR antag	KCNH2 WT inh	USP2a inh	KCNH2 3.1 block
> CC(C)=CCOc1ccc2c(C)c(CC(=O)N3C[C@H]4C[C@@H](C3)c3cccc(=O)n3C4)c(=O)oc2c1C
    -8%	1	-2%	-6%	-8%	2%	4	8	-1%	-1
> CCC(=O)Nc1ccc(NC(=O)CSc2nnnn2C2CCCC2)cc1C
    15%	-2	-8%	-3%	-5%	2%	12	5	6%	10
> Cc1cc(C)c(C)c(C(=O)C2OC(=O)C(C)(C)C(=O)C2(C)C)c1C (stereo not drawn)
    -10%	29	3%[46.1 µM]	6%	12%	4%	-1	0	-1%	-16
> COc1cccc(C2=CC(c3cccs3)n3nnnc3N2)c1 (stereo not drawn)
    1%	8	7%	-16%	-3%	12%	-2	5	2%	0
> CCOC(=O)c1cnc2c(ccc3ccccc32)c1NCCO
    ?	10	0%[46.1 µM]	-7%	2%	0%	-30	4	-1%	-5
> COc1ccc(CC(=O)OCC(=O)Nc2ncc(Cl)cc2Cl)cc1
    3%	2	0%	6%	-11%	-3%	-8	6	-2%	-4
> COCCn1c(=N)c(C(=O)NCCc2ccc(OC)cc2)cc2c(=O)n3cccc(C)c3nc21
    ?	0	-1%	7%	5%	-4%	0	-3	6%	-30
> Cc1ccc(NC(=O)CCN2CCN(C/C=C/c3ccccc3)CC2)cc1C
    -22%	1	8%	-22%	-5%	-8%	25	-39	-1%	-96*
> CS(=O)(=O)N(Cc1ccc(C(=O)NCCSc2ccccn2)cc1)c1ccccc1
    -35%	1	2%[46.1 µM]	-12%	1%	-3%	1	3	0%	4
> COC(=O)C(C#N)c1nc2ccccc2nc1N1CCN(Cc2ccc3c(c2)OCO3)CC1 (stereo not drawn)
    8%	-4	nt	11%	-6%	2%	-4	nt	2%	nt
> CN(CC(=O)O)S(=O)(=O)c1cccs1
    3%	3	7%	4%	11%	-3%	6	6	-5%	-2
> O=C(COC(=O)c1ccc(Br)o1)NCc1cccs1
    -1%	14	5%	-5%	-4%	9%	20	0	-3%	22
> CCOC(=O)CSc1nc2sc3c(c2c(=O)n1CC)CC(C)(C)OC3
    -23%	18	6%	-3%	-5%	4%	15	-2	2%	-1
> COc1ccc(Cn2c(C3CC3)nc3ccc(NC(=O)c4cccnc4)cc3c2=O)cc1
    -23%	1	-6%	?	-1%	22%	-2	-1	-1%	8
> CCCCN(CCCC)CCNC(=O)c1cn(CC)c2ccc(S(=O)(=O)N(C)C3CCCCC3)cc2c1=O
    -11%	?	1%	-2%	-4%	-3%	5	-70*	1%	-83*
> CC1CCC2(CC1)NC(=O)N(CC(=O)N1CCN(S(=O)(=O)c3ccc4c(c3)CCC4)CC1)C2=O (stereo not drawn)
    -2%	-2	-4%	-1%	-5%	-7%	10	7	0%	-8
> OC(COc1cccc2ccccc12)CN1CCN(c2ccccc2Cl)CC1 (stereo not drawn)
    2%	9	6%	-21%	0%	-60%[inhibitor]	23	-5	3%	-40
> Cc1cc2c(=O)n(C)c(SCC(=O)NC3CCCC3)nc2s1
    -22%	5	-1%	13%	1%	-1%	1	-13	2%	11
> COCCN(Cc1cc2cc3c(cc2[nH]c1=O)OCO3)C(=O)c1cccs1
    -5%	-3	nt	21%	0%	-1%	-2	nt	0%	nt
> O=C(OCc1nc2ccccc2s1)c1ccccc1O
    ?	22	-4%	-16%	30%	-4%	-10	-12	-2%	-3
> O=[N+]([O-])c1ccc(Sc2n[nH]c(-c3ccc(Cl)cc3Cl)n2)nc1
    8%	8	-9%	-13%	1%	-9%	-14	-3	0%	-7
> Cc1ccc(NC(=O)COC(=O)c2ccc([N+](=O)[O-])o2)cc1S(=O)(=O)N1CCCCC1
    ?	2	nt	-5%	15%	2%	-1	9	2%	4
> CC(C)(C)C(=O)Nc1nnc(COc2ccc(Cl)cc2)s1
    13%	0	-1%	-26%	3%	7%	3	-22	-1%	9
> O=C(c1cccc(Br)c1)N1CCN(c2cnn(-c3ccccc3)c(=O)c2Cl)CC1
    -13%	4	7%	?	-3%	-6%	-11	9	7%	-5
> Cc1cc(C)n2nc(SCCOc3ccccc3)nc2n1
    19%	3	nt	-8%	10%	3%	-7	2	-5%	-3
> O=C(Nc1ccc(Cl)cc1C(=O)O)c1ccc2c(c1)C(=O)N(Cc1ccco1)C2=O
    7%	-2	1%[46.1 µM]	2%	-2%	-6%	-6	-7	2%	-6
> NC(=O)c1c(NC(=O)CSc2nnc(Cc3ccccc3)n2Cc2ccco2)sc2c1CCC2
    23µM*	2	nt	5%	0%	-6%	-19	-5	1%	-3
> O=C(NCCN1CCN(C(=O)c2cccc(Br)c2)CC1)C(=O)Nc1ccc(Br)cc1
    -11%	20	8%	-19%	-4%	-5%	-7	17	1%	-34
> O=C(C1CCC(=O)N(C2CCCCCC2)C1)N1CCN(c2ccccc2Cl)CC1 (stereo not drawn)
    -5%	5	0%	2%	5%	11%	-9	-4	1%	8
> CSc1nc(SCC(=O)O)c2sc3nc(-c4ccccc4)c4c(c3c2n1)CCC4
    3%	-5	-8%	-17%	-8%	0%	-14	-15	4%	2

# Next section:
# Second line of a record: ELG1 repair inh	TRPV1 agonist	TCR activator	Eya2 phos inh	A-T KAP1 phos	Mito fusion act	TSHR antag	KCNH2 WT inh	USP2a inh	KCNH2 3.1 block
> COC(=O)COc1ccc(NC(=O)C(c2ccccc2)c2ccccc2)cc1
    2%	15	1%	-18%	4%	4%	-7	4	-2%	-19
> CN(CCC#N)C(=S)Nc1ccc(Oc2ccccc2)cc1
    -3%	?	0%[46.1 µM]	-3%	0%	6%	5	-7	0%	16
> CC1CCCCC1NC(=O)CSc1nnnn1-c1ccccc1 (stereo not drawn)
    7%	2	1%	-34%	-7%	5%	1	9	-1%	-15
> O=C(O)CC1S/C(=N/N=C2CCCCC2)N(c2ccccc2)C1=O (stereo not drawn)
    -1%	3	8%[46.1 µM]	7%	8%	-4%	1	-18	3%	-6
> COc1cnc(NS(=O)(=O)c2ccc(N)cc2)nc1
    1%	0	-3%	3%	0%	-4%	-3	19	1%	2
> CNC(=S)N1CCN(c2ccc(OC)cc2)CC1
    13%	0	4%	6%	-3%	0%	-5	8	0%	-3
> CCOc1ccc(-n2c(SCC(=O)O)nc3sc4c(c3c2=O)CCCC4)cc1
    2%	1	3%	3%	6%	2%	7	2	-1%	4
> CCN(CC)CCNC(=O)CCc1c(C)nc2c(c(C)nn2-c2ccc(C)cc2)c1C
    0%	-7	7%	-10%	?	-1%	31	8	-3%	5
> Cc1cc(NC(=O)COC(=O)C2CCN(S(=O)(=O)c3ccc(Cl)cc3)CC2)no1
    2%	nt	-3%	-5%	18%	-1%	-14	-7	1%	-4
> CC(CN1CCCCC1)OC(=O)/C=C/c1ccccc1 (stereo not drawn)
    3%	-2	0%	1%	9%	1%	-13	6	4%	-23
> O=C(CSc1n[nH]c(=O)n1-c1cccnc1)Nc1ccccc1Cl
    2%	2	-2%	1%	3%	0%	55	-3	-1%	-12
> Oc1ccc2nnc3c(Br)cnn3c2c1
    12%	22	5%	30%	40%	?	-10	-14	?	9
> CCOC(=O)c1nc(C)n(-c2ccc([N+](=O)[O-])cc2)n1
    18%	-9	4%	3%	-2%	3%	-6	-4	0%	?
> Cc1nn(C)c(Cl)c1/C=N/OC(=O)c1ccc(F)cc1
    10%	13	2%	-6%	6%	-4%	-9	-3	3%	12
> CC(C)c1cc(=O)[nH]c(SCC(=O)NC2CCCC2)n1
    -7%	0	1%	6%	12%	-18%	-5	-7	2%	-13
> O=C(O)/C(=N/NC(=O)c1ccc(Cl)cc1)c1ccccc1
    18%	?	1%	-3%	-4%	5%	2	4	5%	14
> c1csc(-c2nc(NCCCN3CCOCC3)c3ccccc3n2)c1
    -26%	8	5%	-9%	12%	4%	-4	-7	5%	-4
> CCCn1nc(C(=O)N2CCc3ccccc32)c2ccccc2c1=O
    ?	11	-6%	-24%	17%	16%	6	-7	0%	0
> Cn1cccc1Cc1nnc(SCC(=O)NCc2ccc3c(c2)OCO3)n1CCc1ccccc1
    -14%	4	-3%	-4%	-2%	0%	3	9	-1%	1
> COCc1[nH]nc2c1C(c1cccc(OC)c1)C(C#N)=C(N)O2 (stereo not drawn)
    3%	1	1%	0%	0%	-2%	9	17	6%	10
> CCCOc1ccc(NC(=O)C2CC(=O)N/C(=N/N=C(C)/C=C/c3ccc(N(C)C)cc3)S2)cc1 (stereo not drawn)
    ?	-2	4%[46.1 µM]	1%	-6%	-3%	1	-1	-4%	-23
> CC(OC(=O)c1cccc(N(C)C)c1)C(=O)N1CCc2ccccc2C1 (stereo not drawn)
    ?	nt	4%	-9%	9%	nt	-18	13	-1%	3
> CCN1C(=O)C(NC(C)=O)c2cc(Br)ccc21 (stereo not drawn)
    -5%	0	3%	0%	-1%	-1%	6	-1	0%	-16

# Only part of the results is shown; rates above refer to the full screens.
